CYP2C9 activ: CYP2C9 (human) activation; P11712; recombinant CYP2C9, luciferin-H conversion, luminescence; hits give high values; factor 1 = untreated enzyme, 0 = blocked; activation factor at 5 µM; hit rate 1.4% among 96,000;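 active = activation factor of 2 or more for CYP2C9 at a 5 µM dose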;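 note: 0 = sulfaphenazole-blocked wells and 1 = vehicle-only wells; values of inactives mirror those of a sister screen read the other way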
LYP act: increases human PTPN22 phosphatase activity | Q9Y2R2 | recombinant LYP, DiFMUP fluorescence; 0 = plate median, 100 = signal doubled | activation, % at 2 µM | hit rate 0.11% among 96,000 | AID 697;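 active = activation at 2 µM above a set limit, the mean plus 5 SD, cut at about 37% in these data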
Candida biofilm: kills Candida albicans biofilms; inhibition, % at 6 µM; C. albicans biofilm + clotrimazole, Alamar Blue; hit rate 0.14% among 85,000;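 active = inhibition above 20%; inactive = inhibition below 20%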;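 note: preformed 24 hr biofilms exposed to compound for 48 hr; 0% = biofilm without compound and 100% = blank killed by clotrimazole plus chlorhexidine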
CYP2C9 inh: blocks human cytochrome P450 2C9. inhibition, % at 5 µM. CYP2C9 Supersomes, luciferin-H conversion, luminescence. P11712. AID 777. hit rate 20% among 96,000;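 active = blocking of liver enzyme CYP2C9 beyond about 50% at 5 µM, limit read from the data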; note: values of inactives mirror those of a sister screen read the other way
PLK1 inh: inhibitors of human PLK1 kinase; recombinant PLK1 kinase, TR-FRET peptide phosphorylation; P53350; hit rate 0.53% among 97,000; inhibition, % at 10 µM;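 active = inhibition of 50% or more in the single-concentration screen; inactive = inhibition below 50%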;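 note: 0% = DMSO max control and 100% = H-89 dihydrochloride min control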
Target sequence (P53350 whole entry, looked up): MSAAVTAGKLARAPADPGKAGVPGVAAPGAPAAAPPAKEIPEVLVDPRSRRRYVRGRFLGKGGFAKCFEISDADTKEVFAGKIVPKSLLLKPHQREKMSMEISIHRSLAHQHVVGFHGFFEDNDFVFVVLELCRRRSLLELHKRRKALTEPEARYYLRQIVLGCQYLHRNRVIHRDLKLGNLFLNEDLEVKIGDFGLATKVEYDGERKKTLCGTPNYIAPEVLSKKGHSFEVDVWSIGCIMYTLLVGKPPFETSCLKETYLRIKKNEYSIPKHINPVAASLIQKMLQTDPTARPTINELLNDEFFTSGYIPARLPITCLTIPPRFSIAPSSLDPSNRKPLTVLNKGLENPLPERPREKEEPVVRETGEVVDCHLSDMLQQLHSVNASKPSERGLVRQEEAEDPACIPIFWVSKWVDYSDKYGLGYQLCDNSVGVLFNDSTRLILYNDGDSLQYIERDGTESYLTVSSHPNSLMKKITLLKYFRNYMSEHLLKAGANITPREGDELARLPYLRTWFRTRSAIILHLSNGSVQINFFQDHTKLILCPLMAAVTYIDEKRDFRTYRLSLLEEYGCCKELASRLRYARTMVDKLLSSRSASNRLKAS
HIV Rev-RRE inh: HIV Rev-RRE protein-RNA interaction inhibition. P05866. Rev peptide-RRE RNA binding, FRET. inhibition, % at 8 µM. hit rate 0.79% among 97,000;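 active = inhibition above the screen-wide mean plus 3 SD, cut at about 35% in these data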;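 note: 0% = median DMSO wells and 100% = median Neomycin B control wells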
Target sequence (P05866 whole entry, looked up): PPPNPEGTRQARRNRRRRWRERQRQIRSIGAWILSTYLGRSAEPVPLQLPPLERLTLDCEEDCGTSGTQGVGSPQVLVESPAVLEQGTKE
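Test system – labelled RRE RNA duplex and labelled Rev peptide · Signal – fluorescein-to-Cy5 FRET, 480 nm excitation · Evaluation – % inhibition of FRET ratio versus controls · Benchmarks – DMSO low control, neomycin B high control · Incubation – 5 min RNA-compound premix plus 15 min binding step, 25 °C · Medium – HEPES pH 7.5 salt buffer with EDTA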
PLK1 PBD inh: blocks phosphopeptide binding to human Plk1 polo box domain. Plk1 PBD phosphopeptide binding, fluorescence polarization. inhibition, %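 (tested at about 20 µM)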. hit rate 0.13% among 97,000; in the data active = inhibition above about 34%, passing the limit was not always enough
EphB4 ephrin blk: blocks human EphB4 binding to ephrin-B2; P54760; EphB4 LBD / TNYL-RAW-Alexa532 peptide, fluorescence polarization; inhibition, % at 7 µM; hit rate 0.15% among 97,000; AID 720;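 active = inhibition above the screen-wide mean inhibition plus 3 SD, cut at about 15% in these data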;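 note: 0% = DMSO wells and 100% = excess unlabeled TNYL-RAW peptide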
LYP inh 2: LYP (human) phosphatase inhibition; Q9Y2R2; recombinant LYP catalytic domain, DiFMUP fluorescence; inhibition, % at 2 µM; hit rate 0.21% among 96,000; AID 640;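 active = inhibition at 2 µM at or above a set limit, the screen mean plus 3 SD, cut at about 24% in these data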;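 note: 0% = DMSO with enzyme and 100% = enzyme fully blocked by orthovanadate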
* marks the source's active call; other numbers are inactive results; . = no result given. Random draw from the library; about 20% have a hit in one of these screens.

structure,CYP2C9 activ,LYP act,Candida biofilm,CYP2C9 inh,PLK1 inh,HIV Rev-RRE inh,PLK1 PBD inh,EphB4 ephrin blk,LYP inh 2
O=[N+]([O-])c1ccc(Sc2ccc(Cl)c(Cl)c2)nc1,1,-5,.,-2,-5,1,-18,-1,7
COc1ccc(C(=O)N2CCC(C(=O)c3ccc(F)cc3)CC2)cc1,.,5,13,.,-14,4,14,7,-11
O=C(O)c1ccc(NS(=O)(=O)c2ccc(Cl)cc2)cc1,1.1,-2,-1,-7,-10,9,-7,2,1
Cc1cc(NC(=O)CSc2c3c(nc4ccccc24)CCC3)no1,0.4,-4,-4,56*,-10,-3,21,3,3
Cc1ccc(N2C(=O)c3ccccc3C2Nc2ccc(S(=O)(=O)N3CCCCC3)cc2)nc1 (stereo not drawn),0.6,0,7,36,-14,12,-1,-4,-3
S=c1[nH]nc(-c2ccco2)n1/N=C/c1ccc(Br)s1,1.2,-12,.,-25,1,2,-7,-2,15
O=C(O)c1ccccc1C(=O)Nc1n[nH]c(=S)s1,0.9,-8,.,10,-2,8,-17,1,6
N#CC(c1nc2ccccc2nc1N1CCCC1)S(=O)(=O)c1cccs1 (stereo not drawn),0.3,-5,5,75*,-9,42*,-11,-3,4
Cc1nc2cccc(C(=O)NC3CCCCC3)c2o1,0.8,-8,-2,19,-17,-1,9,-8,6
Cc1ccc(C2C(C(=O)c3sc(-c4ccccc4)nc3C)=C(O)C(=O)N2CCN(C)C)o1 (stereo not drawn),.,-7,-1,.,-5,1,12,-7,9
COCCN1CN(S(=O)(=O)c2ccccc2)c2nc3ccccc3nc21,0.4,2,2,63*,-7,16,2,13,2
Cc1noc(C)c1C(=O)Nc1cccnc1,1,6,7,2,-19,3,26,-5,-6
CCn1cc(C(=O)NCCCN2CC(C)CC(C)C2)c(=O)c2cc(S(=O)(=O)N(C)C)ccc21 (stereo not drawn),1.1,2,1,-6,-17,6,-6,0,-4
Cn1c(SCc2ccc(C#N)cc2Cl)nc2ccccc21,0.7,0,-8,33,-11,4,16,5,-3
COc1ccc2[nH]c3ccccc3c2c1,1,1,.,3,-9,3,-1,-2,-4
O=C(Nc1ccc(F)cc1)c1cccc(NC(=O)C2C3CC4OC(=O)C2C4C3)c1 (stereo not drawn),1,-5,6,3,-11,-3,-3,2,8
O=C(Cc1ccc(-n2cccc2)cc1)NC1CCCCCC1,.,-7,7,.,5,-1,-2,-10,4
COc1ccc(CCN(C)Cc2ccc(OCc3ccccc3)c(OC)c2)cc1OC,0.9,3,.,8,-5,8,-23,-10,0
COc1ccccc1NC(=O)Nc1ccnn1Cc1cccs1,0.7,0,3,30,-6,7,-11,6,0
CC(NC(=O)C1CCCN(S(=O)(=O)c2cccs2)C1)c1ccccc1 (stereo not drawn),0,-4,3,95*,-4,4,9,0,3
O/N=C/c1cc(Br)cc(Br)c1OCc1ccccc1,0.5,9,.,49,-9,17,-11,-2,-12
CCCNC(=O)N1CCN(c2nc(C(C)C)c3c(c2C#N)CC(C)(C)OC3)CC1,0.2,15,7,80*,-11,0,-4,-6,-16
CCOC(=O)c1cc(C#N)c(SC)nc1-c1ccccc1,0.5,-1,.,47,-10,18,-41,4,4
CCOC(=O)N1CCN(CC(=O)Nc2cc(C)nn2-c2nc3ccccc3s2)CC1,0.7,-13,5,26,-1,7,6,-2,10
Nc1c(N2CCCCC2)c(=O)[nH]c(=O)n1-c1ccccc1,1,-3,9,-4,-11,9,4,3,0
CN(C)c1ccc(/C=N/NC(=O)CN(c2cccc(Cl)c2)S(C)(=O)=O)cc1Br,0.5,-12,.,51*,-13,14,-13,-3,15
COc1ccc(C2C(C#N)=C(N)N(c3sc4c(c3C#N)CCCC4)C3=C2C(=O)CC(C)(C)C3)cc1 (stereo not drawn),0.6,-2,.,42,-2,8,-6,12,1
CCOC(=O)c1[nH]c2cc3c(cc2c1NC(=O)CN1CCc2ccccc2C1)OCO3,0.4,-4,.,55*,2,0,-3,-1,1
COC(=O)c1c(NC(=O)C2(C)Cc3ccccc3C(=O)O2)sc2c1CCCC2 (stereo not drawn),0.4,2,.,56*,-12,6,-8,-2,-4
Cc1ccc(C)c(C(=O)CSc2n[nH]c(-c3ccncc3)n2)c1,0,1,.,99*,31,6,-6,-5,-4
NC(=O)c1cccc2c3c([nH]c12)CCCC3,1,12,9,1,10,-2,31,-4,-14
N#Cc1nc(N2CCCCC2)nc(N2CCOCC2)n1,1,-3,7,2,0,1,24,5,5
CSc1nc(-c2ccco2)nn1C(=O)CCc1ccccc1,1.1,-13,10,-12,3,2,21,-5,16
CC(=O)NS(=O)(=O)c1ccccc1,1,-8,8,0,9,10,-3,-1,5
O=C(Cn1nc(C(F)(F)F)c2c1CCCC2)Nc1ccc2c(c1)OCO2,0.5,-2,8,53*,-14,15,-11,3,0
COc1ccc2nc(SCC(=O)c3ccco3)[nH]c2c1,0.9,-7,5,12,-8,1,10,2,8
O=C(Nc1ccc(Br)cc1F)c1sccc1-n1cccc1,1.1,2,-1,-6,-18,1,0,2,0
Cc1ccccc1OCCCN1CCCC1,1.1,0,7,-9,6,8,0,-2,-4
Cc1ccc(S(=O)(=O)NCCC2(C(C)C)CCOC(C)(C)C2)cc1 (stereo not drawn),1,14,6,5,-3,-2,35,-2,-12
CC(C)CC(=O)Nc1cccc(-c2nc3ccccc3o2)c1,0.3,-6,-2,74*,-6,1,-4,3,4
CCCCn1c(SCC(=O)Nc2nnc(C)s2)nnc1-c1ccoc1C,0.2,8,7,81*,-6,-4,5,6,-10
Cc1sc2ncnc(SC(C)C#N)c2c1C (stereo not drawn),.,-3,-6,.,-9,10,-3,-1,1
COc1ccc(OC)c(S(=O)(=O)NCCc2ccccc2)c1,0.3,-6,1,69*,-11,0,17,-14,3
Cc1ccc(/C(N)=N/OC(=O)c2ccc(F)cc2)cc1,1,-4,.,4,-10,5,13,-8,9
CC(=O)Nc1cccc(Oc2cnc3ccccc3n2)c1,0.9,8,.,13,-11,-1,1,-10,-5
Cc1ccc(NC(=O)CN2C(=O)N/C(=C/c3ccc(C)o3)C2=O)cc1,0.9,5,.,6,-2,9,5,-1,0
CC(=O)c1cccc(S(=O)(=O)NCC(c2ccco2)N2CCCCC2)c1 (stereo not drawn),0.9,-8,9,9,-4,4,-25,-4,9
O=C(C1CCCCC1)N1CCN(S(=O)(=O)c2ccc(Cl)cc2)CC1,0.8,5,5,19,3,1,5,-4,-6
CN1C(=O)CC(N2CCN(CC(=O)N3CCCC3)CC2)C1=O (stereo not drawn),1,7,8,-2,-9,6,-11,-3,-9
O=C(O)C1CCCCC1C(=O)NCCc1cccc(Cl)c1 (stereo not drawn),0.7,-6,6,26,-5,2,1,3,7
COc1cccc(NS(=O)(=O)c2ccc3c(c2)CCCN3C(C)=O)c1,0.4,10,3,56*,-3,-1,-20,7,-6
CCOc1cc(N2CCOCC2)c(OCC)cc1NC(=O)Cc1ccc(OC)c(OC)c1,0.8,-2,0,22,0,9,5,3,2
CCOC(=O)CCN(Cc1sccc1C)S(=O)(=O)c1ccc(F)cc1,0.3,0,7,66*,-9,16,-4,0,-1
CCCC(=O)Nc1ccc2c(c1)nc1n2CCOC1,1,4,4,3,19,3,-6,-13,-6
COc1ccc(-c2cc3nc4n(c(=O)c3s2)CCC4)cc1,0.5,9,3,51*,-2,3,-14,-8,-5
O=C(Oc1ccccc1)c1cccc(COC(=O)c2cnccn2)c1,0.6,7,4,40,-10,7,-4,-4,-11
Cc1onc(-c2ccccc2)c1C(=O)Nc1nnc(N(C)Cc2ccccc2)s1,0.6,3,-2,42,1,7,-16,2,-6
S=c1[nH]nc(-c2ccccc2)n1CC1CCCO1 (stereo not drawn),1.2,3,-4,-16,-15,-1,7,-2,-7
CCCCN(C)CCNC(=O)Cn1c(=O)sc2ccccc21,1.1,10,6,-5,-14,.,-5,.,-12
O=C1NC2(CCCC2)N=C1c1ccc(F)cc1,1,0,-1,4,-4,7,12,-2,0

Further entries.
structure,CYP2C9 activ,LYP act,Candida biofilm,CYP2C9 inh,PLK1 inh,HIV Rev-RRE inh,PLK1 PBD inh,EphB4 ephrin blk,LYP inh 2
Cc1ccc(-c2nnc(SCC(=O)Nc3sc(C)c(C)c3C#N)n2C)cc1,.,-14,8,.,-12,-2,-17,5,10
CCCOc1ccc(C2c3c(oc4ccccc4c3=O)C(=O)N2CCCN2CCOCC2)cc1 (stereo not drawn),0.2,-4,.,78*,-19,6,-12,3,2
CCOc1ccc(S(=O)(=O)N(CC(=O)N/N=C/c2cccs2)c2ccc(C)cc2)cc1,0.9,-11,.,7,-4,8,-20,3,9
c1cc(C(c2nnnn2C2CCCCC2)N2CCN3CCCC3C2)ccn1 (stereo not drawn),.,4,.,.,-9,6,-6,-2,-8
CCN1CCCC1CN(Cc1cc2cc(C)ccc2[nH]c1=O)C(=O)Nc1ccccc1OC (stereo not drawn),0.5,-1,-1,47,-2,12,-10,7,1
COC(=O)C1=C(C)Nc2nnnn2C1c1ccc(Cl)cc1Cl (stereo not drawn),0.6,5,4,43,0,4,-6,4,-6
CCOc1ccc2[nH]c(=O)c(CN(Cc3ccco3)Cc3nnnn3Cc3ccccc3)cc2c1,0.5,12,1,50*,-3,6,23,-6,-15
CC1(C)C(=O)OC(c2ccccc2)C2(CCCC2)C1=O (stereo not drawn),0.8,3,10,21,-32,-1,6,2,-1
COc1ccccc1N1CCN(Cc2nnnn2CCc2ccccc2)CC1,0.3,0,-1,75*,1,6,-1,2,3
O=c1c2ccccc2nc2c3ccccc3ncn12,0.8,-4,8,21,0,3,17,-4,1
CSc1nc2oc3c(c2c2nncn12)CC(C)(C)SC3,1,7,-1,4,-4,4,10,-2,-8
C/C(N)=C(/C#N)C(=O)COC(=O)CCSc1ccccc1,0.6,17,.,36,-6,-2,-1,-10,-20
O=C(c1n[nH]c(=O)c2ccccc12)N1CCOCC1,1.1,-6,7,-10,6,1,-21,-2,6
COc1ccc(OC)c(S(N)(=O)=O)c1,1,6,6,2,-9,10,16,0,-6
CC1(C)Cc2c(sc(NC(=O)c3ccc(Br)o3)c2C#N)CO1,0.9,2,.,15,-5,2,-27,4,-6
Cc1ccc(N2C(=O)/C(=C\c3ccco3)SC2=S)cc1,1.1,-1,.,-6,-10,9,-21,1,4
COc1ccc(CNC(=O)CN(c2cc(C)cc(C)c2)S(=O)(=O)c2c(C)noc2C)cc1,0.8,-2,6,23,-4,4,-9,0,0
N#Cc1c(-c2ccc(F)cc2)nc2n(c1=O)CCS2,1,28,7,-3,-1,4,0,-5,-27
COc1cccc(N2CCN(CC(=O)c3c(C)[nH]c4ccccc34)CC2)c1,0.8,-4,0,18,-1,8,-2,-4,6
O=C(N/C=N/OCc1ccc(Cl)cc1Cl)NOCc1c(Cl)cccc1Cl,1.1,4,11,-12,-13,4,22,-2,0

Record cards, from the list above. Values in the order: CYP2C9 activ | LYP act | Candida biofilm | CYP2C9 inh | PLK1 inh | HIV Rev-RRE inh | PLK1 PBD inh | EphB4 ephrin blk | LYP inh 2
`N#Cc1c(-c2ccc(F)cc2)nc2n(c1=O)CCS2` is listed with 1 | 28 | 7 | -3 | -1 | 4 | 0 | -5 | -27
`c1cc(C(c2nnnn2C2CCCCC2)N2CCN3CCCC3C2)ccn1` (stereo not drawn) is listed with . | 4 | . | . | -9 | 6 | -6 | -2 | -8
